Compound activity: PubChem BioAssay, Sanford-Burnham Center for Chemical Genomics
mIAP inh = blocks mouse intestinal alkaline phosphatase; purified mouse IAP, CDP-Star luminescence, 30 min; inhibition, % at 10 µM; 330,000 tested, 0.2% active; AID 2806;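 active means inhibition of at least 40% at 10 µM in the primary screen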;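 further: plate controls were DMSO with enzyme for no effect and no enzyme wells for full effect; values of inactives mirror those of a sister screen read the other way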
APOBEC3G inh = APOBEC3G (human) deaminase inhibition; recombinant A3G, ssDNA deamination FAM/TAMRA fluorescence; inhibition, % at 20 µM; 330,000 tested, 0.28% active; Q9HC16;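 active means inhibition of at least 40% at 20 µM, with no more than 30% in the related APOBEC3A deaminase screen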;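 further: plate controls were DMSO wells with A3G for no effect and wells lacking A3G enzyme for full effect; some compounds called inactive have numbers as strong as hits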
TIM10 inh = TIM10 yeast growth inhibition; S. cerevisiae TIM10 strain growth, BacTiter-Glo luminescence, 24 h; inhibition, % at 10 µM; 330,000 tested, 1.4% active;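 active means inhibition of 40% or more at the single tested concentration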;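 further: wild-type TIM10 isogenic control strain grown at permissive 25 °C; 0% = DMSO yeast wells and 100% = minimal medium wells without yeast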
beta cell repl = induces beta-cell replication in MIN6 cells; MIN6 cells proliferation, ATPlite luminescence, 48 h; cells starved in 0.2% serum; 100% = growth in 10% serum; proliferation, % at 10 µM; 330,000 tested, 0.29% active;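 active means compounds whose signal lies at least 3.5 SD above the mean of all wells on their plate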;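 further: 0% = DMSO-treated cells in low-serum medium and 100% = 10% serum control; some compounds called inactive have numbers as strong as hits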
NLRP3 yeast inh = inhibitors of NALP3 inflammasome in yeast | Yeast reconstituted NLRP3/ASC/caspase-1, beta-gal luminescence, 24 h | inhibition, % at 10 µM | 330,000 tested, 0.39% active | AID 2825;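 active means inhibition of 50% or more; inactive means inhibition below 50%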;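 further: plate controls were induced DMSO wells for no effect and uninduced yeast grown without galactose for full effect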
APOBEC3A inh = human APOBEC3A DNA deaminase inhibition. P31941. recombinant A3A, FAM/TAMRA ssDNA deamination fluorescence. inhibition, % at 20 µM. 330,000 tested, 0.41% active. AID 493011;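 active means at least 40% inhibition at 20 µM here, with at most 30% in a related deaminase screen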;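 further: plate controls were A3A with DMSO for no effect and wells lacking A3A enzyme for full effect; some results filed as inactive read as strong as hits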
tim10-1 inh = growth inhibitors of tim10-1 mutant yeast; S. cerevisiae tim10-1 ts strain growth, BacTiter-Glo, 24 h; inhibition, % at 20 µM; 330,000 tested, 2.2% active; AID 463190;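 active means inhibition of at least 40%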;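 further: mutant grown at 25 °C; 0% = DMSO wells with yeast and 100% = wells holding no yeast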
hIAP inh = blocks human intestinal alkaline phosphatase; 330,000 tested, 0.12% active; AID 2544; P09923; purified IAP, CDP-Star luminescence, 30 min; inhibition, % at 10 µM;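 active means inhibition reaching a set limit with compound at 10 µM in the primary screen, cut at about 35% in these data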;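 further: plate controls were DMSO wells with enzyme for no effect and no-enzyme buffer wells for full effect; values of inactives mirror those of a sister screen read the other way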
mIAP activ = increases mouse intestinal alkaline phosphatase activity; muIAP, CDP-Star luminescence, 30 min; active compounds read high; 1 = vehicle-only enzyme signal, 0 = enzyme-free wells; activation factor at 10 µM; 330,000 tested, 0.24% active; AID 2805;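 active means activation factor of at least 2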; further: the source names both 10 and 20 µM as test concentration; values of inactives mirror those of a sister screen read the other way
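Assay system: mouse IAP enzyme; reagent: chemiluminescent substrate CDP-Star; dosing: test compounds delivered from DMSO solution; schedule: 30 min at room temperature; measured by: luminescence from enzymatic CDP-Star hydrolysis; controls: DMSO-only wells and no-enzyme negative control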
An asterisk follows results filed as active.

Second line of a record – mIAP inh, hIAP inh, TIM10 inh, tim10-1 inh, mIAP activ, beta cell repl, NLRP3 yeast inh, APOBEC3G inh, APOBEC3A inh
1: CCc1ccc(CN(C)CCc2ccccn2)cc1
  6, -9, -12, -6, 0.94, 2, -7, -4, 0
2: C/C(CCc1ccc2c(c1)OCO2)=N\N=C(/N)SC1CC(=O)N(c2ccc(Cl)cc2)C1=O (stereo not drawn)
  3, 3, 18, 26, 0.97, -3, 3, -4, -1
3: O=C1c2ccccc2C(=O)N1CCc1ccccc1
  2, -2, 1, -7, 0.98, -3, 15, -9, -3
4: CC(Oc1ccccc1)C(=O)N=Nc1c(O)[nH]c2ccc([N+](=O)[O-])cc12 (stereo not drawn)
  2, 2, 26, 30, 0.98, 1, 11, 6, 0
5: O=Cc1cn(CCOc2ccccc2F)c2ccccc12
  -5, -6, 5, 14, 1.1, 0, 25, -5, -3
6: Cc1ccc(O)c(C2=Nc3ccccc3N=C(c3ccc([N+](=O)[O-])cc3)C2)c1
  7, 11, -31, 5, 0.93, -4, 9, -7, -4
7: CCOc1ccc(C(CCc2ccccc2)NC(=O)c2ccccc2OC)cc1OCC (stereo not drawn)
  0, 5, 12, 22, 1, -6, 1, -8, -7
8: NC(=O)CSc1nc2ccccc2n1Cc1ccccc1
  4, -18, 8, 5, 0.96, -3, 6, 3, 3
9: Brc1ccc2[nH]ncc2c1
  3, 6, -4, -10, 0.97, -1, 53*, -7, -2
10: Cc1cccc(-c2nsc(SCC(=O)c3ccc(Cl)cc3)n2)c1
  14, 13, 21, 8, 0.86, -2, 8, -2, 1
11: O=C1C2C(C(=O)N1CCN1CCN(Cc3ccc([N+](=O)[O-])cc3)CC1)[C@H]1C=C[C@@H]2C1 (stereo partly drawn)
  -4, 1, 12, 11, 1, 0, 7, -6, -2
12: COc1ccccc1NC(=O)C1CCCN(S(=O)(=O)c2ccccc2)C1 (stereo not drawn)
  13, -24, 11, 26, 0.87, -6, 19, 0, 1
13: Nc1nonc1C(=O)NCCN=Cc1cc(Cc2ccccc2)cc(Br)c1O
  14, 8, 51*, 13, 0.86, -6, 18, -3, 0
14: CCN1CCCC1CNC(=O)c1ccc(Sc2ccccc2Cl)c([N+](=O)[O-])c1 (stereo not drawn)
  18, 13, -1, 8, 0.82, -7, 6, -10, -2
15: C#Cc1ccc([C@H]2C=C(C(=O)O)O[C@@H](OCCCCO)C2)cc1
  5, 15, 9, 7, 0.95, -4, 9, -5, 1
16: CNC(=O)CCSc1ccc(C)cc1
  4, 10, 5, 13, 0.96, 0, 15, -5, 0
17: CC1CCCN(CCCNS(=O)(=O)c2ccc3c(c2)CCN3C(=O)C2CC2)C1 (stereo not drawn)
  6, -21, -1, -7, 0.94, -2, 5, -1, 0
18: N=C1SCC(=O)N1c1nc(-c2ccccc2)cs1
  4, -3, 19, 11, 0.96, -1, 12, -3, 0
19: Cc1ccc(-c2c[nH]c(=S)n2-c2ccccc2)cc1
  3, -55, 26, 19, 0.97, -2, 61*, -10, -10
20: CCOc1nc(NCCN2CCOCC2)nc(Nc2ccc([N+](=O)[O-])cc2)n1
  -10, -10, -1, -10, 1.1, -2, 11, -5, -3

Part of the list above, bar-delimited.
item | molecule | mIAP inh | hIAP inh | TIM10 inh | tim10-1 inh | mIAP activ | beta cell repl | NLRP3 yeast inh | APOBEC3G inh | APOBEC3A inh
5 | O=Cc1cn(CCOc2ccccc2F)c2ccccc12 | -5 | -6 | 5 | 14 | 1.1 | 0 | 25 | -5 | -3
6 | Cc1ccc(O)c(C2=Nc3ccccc3N=C(c3ccc([N+](=O)[O-])cc3)C2)c1 | 7 | 11 | -31 | 5 | 0.93 | -4 | 9 | -7 | -4

More records follow.
Second line of a record – mIAP inh, hIAP inh, TIM10 inh, tim10-1 inh, mIAP activ, beta cell repl, NLRP3 yeast inh, APOBEC3G inh, APOBEC3A inh
21: Cc1ccc(NC(=S)N(CCN(C)C)Cc2cc3cccc(C)c3[nH]c2=O)cc1
  -2, 14, 4, 7, 1, -2, 8, -4, 0
22: CC(=O)Nc1ccc(S(=O)(=O)Nc2cccc(-c3cn4c(n3)SCC4)c2)cc1
  9, 5, 6, 16, 0.91, -3, -21, -11, 4
23: O=c1c2[nH]c3ccccc3c2ncn1Cc1ccncc1
  -9, 7, -7, 5, 1.1, -3, 11, 2, -1
24: Cc1ccc(NC(=O)CSc2nnc(NC(=O)C3CC3)s2)cc1C
  -6, -4, -17, -3, 1.1, -3, 19, -8, 4
25: CCOc1ccc(S(=O)(=O)N(CC(=O)NCC2CCCO2)c2ccc(F)cc2)cc1 (stereo not drawn)
  -2, 9, 11, 5, 1, 0, 6, -2, 0
26: CC12CN(C(=O)c3ccc([N+](=O)[O-])cc3)CC(C)(CN(C(=O)c3ccc([N+](=O)[O-])cc3)C1)C2=O
  9, 4, 5, -1, 0.91, 2, 25, -9, -3
27: Cc1c2cc(O)c(=O)cc-2oc2cc(O)c(O)cc12
  73*, 25, -19, 17, 0.27, -4, 10, 70, 76
28: O=C(Nc1nnc(C2CCCC2)s1)C1CCC1
  5, 6, 20, 21, 0.95, 1, 15, 2, 2
29: CC/C(C)=N/Nc1ccc(S(=O)(=O)N2CCCC2)cc1[N+](=O)[O-]
  35, 6, 1, 17, 0.65, 0, 14, -1, 0
30: C=CC1=C2C=C(C3CC3)N(C3CC3)C=C2C(=O)C(C)(OC(=O)c2ccco2)C1=O (stereo not drawn)
  4, -6, 0, 9, 0.96, 6, 13, -4, -3
31: COC(=O)c1ccccc1NC(=O)NCc1cccnc1
  16, 10, 0, 8, 0.84, -2, 25, -4, -2
32: COCCNC(=O)CN(c1ccc(C)cc1)S(=O)(=O)c1ccccc1
  -2, 28, 18, 22, 1, -3, -1, -8, -3
33: O=C1ON=C(c2ccccc2)/C1=C/c1ccccc1
  6, 0, 14, 20, 0.94, 2, 14, -1, -7
34: COc1cnn(-c2cccc(C(F)(F)F)c2)c(=O)c1Cl
  -13, -8, 1, 9, 1.1, -3, 13, -9, -2
35: COc1ccc(NC2=CC(c3ccccc3)N(c3ccc(OC)cc3)C2=O)cc1 (stereo not drawn)
  10, -2, 9, 6, 0.9, -4, 17, -5, -3
36: Cc1cccc(C)c1NC(=O)c1cccc(C(=O)Nc2c(C)cccc2C)n1
  -7, -2, 28, 31, 1.1, 2, 3, -7, -7
37: c1ccc(Oc2cccc(CN3CCOCC3)c2)cc1
  -3, 2, 0, 4, 1, -3, 11, 1, 0
38: Cc1c[n+]([O-])ccc1Oc1ccc([N+](=O)[O-])cc1
  -3, -14, 9, 10, 1, 2, 0, 1, 1
39: CCC(=O)Nc1ccc(C(=O)COC(=O)CCN2C(=O)C3CC=CCC3C2=O)cc1 (stereo not drawn)
  3, -6, -1, 4, 0.97, 7, 4, -4, 12
40: Oc1ccccc1Cn1c(-c2ccccc2O)nc2ccccc21
  5, -2, 52*, 35, 0.95, -3, -6, -8, -2
41: Cc1ccc(NC(=O)CCC(=O)N/N=C/c2cc([N+](=O)[O-])ccc2O)cc1
  25, -32, 12, -3, 0.75, -2, 14, -6, -5
42: Cc1c(OCC(=O)N2C[C@H]3C[C@@H](C2)c2cccc(=O)n2C3)ccc2c3c(c(=O)oc12)CCC3
  7, 9, -3, 5, 0.93, 3, 9, -12, 1
43: O=C(CN1C(=O)NC2(CCCC2)C1=O)OCCOc1ccc(Br)cc1
  -4, 1, 8, 12, 1, -4, 13, -4, 1
44: CCOc1ccccc1N(C(=O)CNS(=O)(=O)c1ccccc1)C(CC)C(=O)NCc1ccco1 (stereo not drawn)
  5, 7, 14, 3, 0.95, 0, 22, -8, -1
45: COc1ccc(CCNC(=O)/C=C\c2ccccc2)cc1OC
  6, -5, -4, -34, 0.94, 1, 14, -5, -4
46: COC(=O)c1cc(-c2ccc(OC)cc2)on1
  -1, -2, 9, 0, 1, -4, -1, 1, 6
47: CCCCN(N=Nc1nonc1OC)c1nonc1OC
  8, -20, -17, 13, 0.92, -1, -7, -2, -6
48: CCc1c(O)nc(SCC(=O)Nc2ccc3c(c2)CCC3)[nH]c1=O
  9, -6, 6, 11, 0.91, -2, 9, -5, -2
49: O=C(OCc1ccc(Cl)cc1)c1cnccn1
  4, -2, 7, 24, 0.95, 0, 9, -7, 0
50: COc1ccc(C(=O)Nc2nc3cc(OC)c(OC)cc3c(=O)[nH]2)cc1
  -8, -2, -13, -4, 1.1, -2, 10, 1, 3
51: CC(=O)c1cccc(N(C(=O)c2cnccn2)C(C(=O)NCc2ccccc2)c2ccco2)c1 (stereo not drawn)
  2, -5, 0, 14, 0.98, -2, 17, -2, 2
52: Cc1ccc(NC(=O)NNC(=O)COc2ccc([N+](=O)[O-])cc2)cc1C
  -4, -96, -16, -3, 1, 1, 19, 2, 2
53: CCn1nc(C(=O)Nc2cc(Cl)ccc2-n2cncn2)c2ccccc2c1=O
  4, -33, 15, 16, 0.96, -3, 21, -7, -3
54: O=C(c1cccnc1)N1CCCc2ccccc21
  -3, -4, 6, 4, 1, 1, 6, -8, -2
55: O=C(c1ccc(-n2cncn2)c([N+](=O)[O-])c1)N1CCN(S(=O)(=O)c2ccc(F)c(F)c2)CC1
  0, 11, -5, 7, 1, -3, 17, 4, 2
56: CCOC(=O)C1CCCN(C(=O)c2ccc3[nH]c4c(c3c2)CC(C)CC4)C1 (stereo not drawn)
  -17, -2, 73*, 23, 1.2, 0, 2, -6, -3
57: Cc1cc(NCC(c2ccccc2)c2ccccc2)n2ncnc2n1
  12, 6, -10, -17, 0.88, 2, 17, -7, 3
58: O=C(Nc1ccc2c(c1)OCO2)C1CC1
  10, -2, 12, -14, 0.9, 4, 18, -7, -3
59: CN(C)CCCN(C(=O)c1nc2ccccc2s1)c1nc2ccc(F)cc2s1
  -4, -3, 12, -3, 1, -3, 10, -2, 1
60: CCOc1ccc(N(CCC#N)S(=O)(=O)c2ccc(OC)cc2)cc1
  9, -46, -12, -5, 0.91, 0, 12, -7, -10
61: C/C(=C\C1CCCCC1)C(NC(=O)c1ccc(C(F)(F)F)cc1)c1ccc(-c2ccccc2)cc1 (stereo not drawn)
  0, 17, 13, 5, 0.99, -4, 18, -6, 1
62: O=S(=O)(NCCC1=CCCCC1)c1ccc(Br)cc1
  0, -4, 6, 37, 1, -1, 14, -3, -6
63: Nn1c(SCC(=O)Nc2ccc3c(c2)CCC3)nnc1C1CC1
  2, 9, -8, 1, 0.98, -4, 11, -5, -1
